H37Rv inhibition: M. tuberculosis growth inhibition, HTS (AID 449762); M. tuberculosis H37Rv growth inhibition, 7H9 media; higher % means a stronger effect; inhibition, % at 25 µM; hits with a dose series show IC50 in µM; actives 0.59% (n = 330,000); in the data active means a potency from the dose series; inconclusive means inhibition above about 70% without an active follow-up result;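 further: bacterial growth assessed after seven days of incubation; strong numbers were not always called active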
M. tuberculosis: growth inhibition of non-replicating M. tuberculosis (AID 488890); Mycobacterium tuberculosis non-replicating, growth inhibition; higher % means a stronger effect; one-dose inhibition, % at 25 µM; IC50 in µM for titrated hits; actives 0.39% (n = 320,000); in the data active means a potency from the dose series; inconclusive means inhibition mostly from about 82% at the one dose, without a potency; inactive means the rest, 99 in 100 with inhibition below about 76%;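 further: plate controls were DMSO cells for no effect and high antibiotic wells for full effect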
VEEV TC-83 Vero: inhibitors of VEEV TC-83 cytopathic effect, confirmation, Vero cells (AID 588727) | Vero cells, VEEV TC-83 cytopathic effect inhibition; higher % means a stronger effect | inhibition, % at 20 µM, or IC50 in µM where a hit was titrated | actives 0.13% (n = 350,000); in the data active means a potency from the dose series; inconclusive means inhibition mostly from about 14% at the one dose, without a potency; inactive means the rest, 99 in 100 with inhibition below about 12%; further: strong numbers were not always called active
Salmonella PhoP GFP: PhoP regulon inhibitors, Salmonella typhi PhoP promoter GFP reporter, confirmatory (AID 1850); Salmonella Typhi PhoP-promoter GFP reporter, fluorescence, 4 h; higher % means a stronger effect; inhibition, % at 50 µM; hits with a dose series show IC50 in µM; actives 0.33% (n = 310,000); in the data active means a potency from the dose series; inconclusive means inhibition mostly from about 25% at the one dose, without a potency; inactive means the rest, 99 in 100 with inhibition below about 19%;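 further: 0% = induced wells with vehicle and 100% = uninduced wells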
influenza NS1A: H1N1 influenza NS1A inhibitors, functional cell based assay (AID 504329). NS1A functional cell-based assay, percent inhibition; higher % means a stronger effect. actives 0.3% (n = 340,000). inhibition, % at 12.5 µM; hits with a dose series show IC50 in µM; in the data active means a potency from the dose series; inconclusive means inhibition above about 27% without an active follow-up result; further: strong numbers were not always called active
VEEV TC-83 Vero 10K pilot screen: second read-out of VEEV TC-83 Vero, no call of its own (marks repeat the call); inhibition, %; measured here: 10K pilot screen inhibition
Numbers without * were called inactive; i = inactive; ? = inconclusive; . = not tested or not shown.

SMILES | H37Rv inhibition | M. tuberculosis | VEEV TC-83 Vero | Salmonella PhoP GFP | influenza NS1A | others
O=C(c1ccco1)N1CCN(Cc2nnc(-c3cccc(Cl)c3)o2)CC1 | -2% | 4% | 1.9% | -1% | 5%
CC(C)c1ccc(NC(=O)CSc2n[nH]c(=O)n2-c2ccc3c(c2)OCCO3)cc1 | 8% | 24% | 1.6% | 3% | .
Cc1cccc(NC(=O)c2ccoc2C)n1 | 2% | 18% | 7.0% | -2% | -3%
O=C(CCN=C1NS(=O)(=O)c2ccccc21)OCC(=O)c1ccc(F)c(F)c1 | -9% | -28% | 3.2% | 2% | -7%
CCc1ccc(/C(C)=N/Nc2cc(Cl)nc(C)n2)cc1 | 42µM* | 80% | 0.4% | 0% | 6%
CNc1ccc(Br)cc(C(=O)/C=C/c2cccc(OC)c2OC)c1=O | 3% | 19% | 13% | 6% | 11%
O=C(OCC(=O)c1cccs1)C1=COCCO1 | 21µM* | 4% | i | -6% | 19%
CCOCCCNC(=O)c1cc2c(s1)-c1ccccc1SC2 | 5% | 10% | 3.1% | -2% | -8%
CCCNC(=O)OC[C@H]1O[C@H](CCO/N=C/c2ccc(C(=O)N3[C@H](c4ccc(C)cc4)[C@@H](C)CC[C@H]3C(=O)OC)cc2)C=C[C@@H]1Oc1ccc(OC)cc1 | 1% | 5% | . | -3% | .
O=C(NCCC1=CCCCC1)c1ccc(Cl)c(S(=O)(=O)N2CCOCC2)c1 | -15% | 18% | i | -6% | 10%
CC1C=Cc2ccccc2N1C(=O)c1ccccc1 (stereo unspecified) | 14% | 6% | 0.7% | 3% | 3%
COC(=O)c1cc(=O)n(-c2ccccc2)c(=Nc2ccccc2)s1 | ? | ? | 11% | -5% | -6%
O=S(=O)(Nc1cccc(S(=O)(=O)N2CCOCC2)c1)c1ccc(Cl)s1 | -3% | 2% | i | 2% | -10% | VEEV TC-83 Vero 10K pilot screen=0.2
CCCC[N+]1(C)[C@@H]2CC(OC(=O)[C@H](CO)c3ccccc3)C[C@H]1[C@@H]1O[C@@H]12 (stereo partly specified) | -6% | -8% | 0.1% | -11% | 5%
CC(Cc1ccccc1)C(=O)N(C)Cc1ccccc1 (stereo unspecified) | -6% | 3% | 0.4% | 4% | -14%
CC(=O)c1cc2c(cc1NS(=O)(=O)c1ccccc1F)OCO2 | 6% | 14% | 5.2% | 2% | -5%
C[C@@H]1CN(C(=O)c2nc3ccc(Cl)cn3c2CN[C@H]2CCCCNC2=O)C[C@H](C)O1 | 0% | -7% | i | -8% | -1% | VEEV TC-83 Vero 10K pilot screen=0.5
CN(C)c1ccc(NC(=O)c2cccc(C(=O)Nc3ccc(N(C)C)cc3)n2)cc1 | 32% | ? | 6.2% | -1% | 25%
N/C(=N\N=C\c1ccc(O)cc1)c1nonc1N | -2% | 1% | 1.3% | 4% | -3%
Cc1ccccc1OCC(=O)NCCNC(=O)c1ccncc1 | 11% | -13% | 4.1% | -9% | -4%
COc1cc(CN2CCC(n3nccc3NC(=O)C3CCOC3)CC2)ccc1F (stereo unspecified) | -12% | 1% | 0.1% | -12% | 15%
C[C@H](NC(=O)[C@@H]1CSC2c3ccccc3C(=O)N21)C(=O)NCCc1ccccc1 (stereo partly specified) | 5% | 44% | 1.3% | -4% | -3%
CC(=O)c1ccc(N(CC(=O)NCC2CCCO2)C(=O)CCC(=O)Nc2cc(C)on2)cc1 (stereo unspecified) | 0% | -20% | 0.9% | -8% | -8%
CC(=O)n1cc([C@H]2C=C(C(=O)N3CCOCC3)O[C@@H](OCCCCO)C2)c2ccccc21 | 5% | -3% | 2.6% | -2% | -5%
Cc1cc(C)n2nc(-c3ccc(Cl)cc3)cc2n1 | 4% | -2% | 0.5% | -11% | 12%
CC(=O)Nc1ccc(C(=O)OCCc2ccccc2)cc1 | 9% | 12% | i | 5% | 9%
O=c1[nH]c(O)c(/C=C2\C=NN=C2c2ccccc2)c(=O)[nH]1 | 5% | -9% | 3.0% | 10% | -5%
O=C(Cn1ncc2c3ccccc3n(Cc3cccc(Cl)c3)c2c1=O)NCC1CCCO1 (stereo unspecified) | 7% | 2% | 0.6% | -13% | -1%
C[C@H](CO)N1C[C@H](C)[C@@H](CN(C)CC2CCCCC2)Oc2c(NC(=O)CCC(F)(F)F)cccc2C1=O | 0% | 35% | 4.3% | . | -6%
Cc1ccc2nc(NC3=NC(CC(=O)O)C(=O)N3)nc(C)c2c1 (stereo unspecified) | -2% | -35% | . | -11% | .
CCOC(=O)[C@H](O)[C@@H](O)c1cccc([C@H](O)[C@@H](O)C(=O)OCC)c1 | -2% | -6% | 0.2% | 0% | -12%
Cc1ccc(C23CC4CC(CC(NC(=O)N5CCN(C)CC5)(C4)C2)C3)cc1 | -4% | 49% | 0.9% | 0% | -2%
Cc1ccc(N2CCN(S(=O)(=O)c3ccc(Cl)s3)CC2C)cc1 (stereo unspecified) | -8% | 27% | 3.1% | -3% | -4%
CN(C)CCN(C(=O)c1ccc(S(=O)(=O)N2CCc3ccccc32)cc1)c1nc2ccc(F)cc2s1 | -21% | -11% | 2.0% | -7% | 13%
Cc1cccc(-c2nnc(SCC#N)n2-c2cccc(Cl)c2)c1 | 0% | 13% | 2.6% | 2% | 7%
O=c1cc(-c2ccc(O)c(O)c2)oc2c1ccc1ccccc12 | 2% | -3% | 2.9% | . | -9%
COc1cc2c(cc1OC)-c1cc(Nc3ccc(C)cc3)nc(=O)n1CC2 | 1% | 6% | 1.6% | -11% | -3%
COc1ccc(C2CCCN2C(=O)Nc2ccc(Cl)cc2)cc1OC (stereo unspecified) | -1% | . | 7.3% | 3% | -4%
Cc1ccc2c(cnn2C(=O)CCC(=O)NCc2cccc(Br)c2)c1 | -13% | -5% | 1.0% | -7% | 29%
COCC(=O)N(CCN(C)C)Cc1cc2cc3c(cc2nc1Cl)OCO3 | 2% | 0% | 0.8% | 6% | -11%
CCCN(C(=O)Cc1nc(N)n[nH]1)C1(C(=O)Nc2ccccc2C)CCCCC1 | -10% | -3% | i | -18% | 13%
CCOC(=O)CSc1nc2cccnc2n1C | -3% | -5% | 0.4% | -7% | -18%
CCOC(=O)N1CCN(C(=O)CSc2nc3c(cnn3-c3ccccc3)c(=O)[nH]2)CC1 | 2% | 6% | 7.9% | 3% | -23%
Cc1ccccc1S(=O)(=O)NC1OC(=O)C(Oc2ccccc2)=C1Br (stereo unspecified) | 2% | 9% | 1.8% | -9% | -12%
O=C(NC1CCCCC1)C(c1ccccc1)N(Cc1ccco1)C(=O)c1csnn1 (stereo unspecified) | -3% | 4% | 0.1% | -4% | 9%
CCc1cc2c3c(c1)C1(C(=O)N3C(C)(C)CC2C)C(C#N)=C(N)N2C(=C1C#N)Nc1ccccc12 (stereo unspecified) | ? | 78% | 10% | 0% | 6%
COc1ccc(CN(CC(=O)NCC2CCCO2)C(=O)CCC(=O)Nc2nccs2)cc1 (stereo unspecified) | 2% | 6% | 1.0% | -9% | 8%
CCCCNc1nc2sc3c(c2c(=O)n1-c1cccc(Cl)c1)CCN(C)C3 | 8% | 77% | 3.0% | 0% | 2%
O=C(NNC(=O)c1ccccc1[N+](=O)[O-])Nc1ccccc1C(F)(F)F | 2% | 6% | 1.5% | -4% | -6%
CCN(C(=O)COC(=O)c1[nH]c(C)c(C(C)=O)c1C)C1CCS(=O)(=O)C1 (stereo unspecified) | -11% | -13% | 2.4% | -12% | 2%
CC(=O)[C@@]1(O)CC[C@H]2[C@@H]3CCC4=CC(=O)CC[C@]4(C)[C@H]3CC[C@@]21C | -1% | 3% | 0.7% | 1% | 3%
O=C1NC(=Nc2ccccc2Cl)S/C1=C\c1ccc(C(=O)O)cc1 | 1% | 44% | 1.7% | -3% | -4%
CN(C)/C=C/C(=O)c1ccc(Br)s1 | -2% | 58% | 1.3% | 2% | 4%
CC(C)OCC(O)CN1CCNCC1 (stereo unspecified) | -9% | -4% | 2.9% | -12% | 6%
CCC(=O)Nc1ccc(Br)c(Cl)c1 | ? | 5% | 2.9% | 2% | 1%
O=C(CCn1c(=S)oc2ccccc21)N1CCN(c2ccc(F)cc2)CC1 | -7% | 10% | 1.4% | 7% | -3%
Cc1ccc2cc(C#N)c(NCCNC(=S)NCCCN(C)C)nc2c1C | 0% | ? | >25µM* | -12% | 1%
COc1ccc2nc(/C(C#N)=C\c3ccc(Oc4ccc([N+](=O)[O-])cn4)cc3)[nH]c2c1 | 4% | 23% | 0.9% | -6% | 0%
Cc1ccc(C)c(OCc2ccc(C(=O)Nc3ccc([N+](=O)[O-])cn3)o2)c1 | 12% | 49% | 1.4% | . | -8%
Cc1cccc(N/C=C(\[N+](=O)[O-])S(=O)(=O)c2ccccc2)c1C | -3% | 4% | 12% | 3% | 3%

Continued:
SMILES | H37Rv inhibition | M. tuberculosis | VEEV TC-83 Vero | Salmonella PhoP GFP | influenza NS1A | others
COc1cc(CN2CCCC(C(=O)c3sccc3C)C2)cc(Cl)c1O (stereo unspecified) | 2% | 0% | 0.1% | -1% | 6%
COc1ccc(C(=O)CSc2nnc(CCc3ccccc3)n2-c2ccccc2)cc1 | -1% | 15% | 4.0% | -8% | 2% | VEEV TC-83 Vero 10K pilot screen=7.3
CC(/C=C/c1ccc(N(C)C)cc1)=N/N=C1/NC(=O)CC(C(=O)Nc2ccc(Cl)cc2)S1 (stereo unspecified) | ? | -9% | 9.5% | -5% | 11%
COc1cc(C(=O)NC2CCCc3ccccc32)ccc1OCC(=O)Nc1ccc(F)cc1 (stereo unspecified) | 4% | -13% | i | -7% | 10%
Oc1cc(Nc2ccccc2)cc2cccnc12 | 14µM* | -11% | 12% | . | 4%
COc1cc(/C=C(\NC(=O)c2ccccc2)C(=O)NCCO)c([N+](=O)[O-])cc1OC | 0% | 1% | 1.6% | -3% | -3%
CCOC(=O)CSc1ccc2nnc(-c3ccccc3)n2n1 | -3% | . | 0.5% | -3% | -2%
CC(C)CCNC(=O)C1(O)c2ccccc2NC(=O)N1c1ccc(Cl)cc1 (stereo unspecified) | 10% | -17% | 1.0% | -16% | -1%
O=C(CN(C(=O)CCC(=O)Nc1nccs1)c1ccc(F)cc1)NCc1ccc2c(c1)OCO2 | 9% | 4% | 1.2% | -5% | -3%
COc1ccc(/C=N/n2cncn2)cc1Cn1cc([N+](=O)[O-])cn1 | -3% | 26% | i | 3% | .
Cc1ccc(NS(=O)(=O)c2ccc3c(c2)oc(=O)n3C)c(C)c1 | 3% | 13% | 0.7% | -7% | 3%

By substructure, the entries above containing an aryl methoxy group
SMILES | H37Rv inhibition | M. tuberculosis | VEEV TC-83 Vero | Salmonella PhoP GFP | influenza NS1A | others
CNc1ccc(Br)cc(C(=O)/C=C/c2cccc(OC)c2OC)c1=O | 3% | 19% | 13% | 6% | 11%
CCCNC(=O)OC[C@H]1O[C@H](CCO/N=C/c2ccc(C(=O)N3[C@H](c4ccc(C)cc4)[C@@H](C)CC[C@H]3C(=O)OC)cc2)C=C[C@@H]1Oc1ccc(OC)cc1 | 1% | 5% | . | -3% | .
COc1cc(CN2CCC(n3nccc3NC(=O)C3CCOC3)CC2)ccc1F (stereo unspecified) | -12% | 1% | 0.1% | -12% | 15%
COc1cc2c(cc1OC)-c1cc(Nc3ccc(C)cc3)nc(=O)n1CC2 | 1% | 6% | 1.6% | -11% | -3%
COc1ccc(C2CCCN2C(=O)Nc2ccc(Cl)cc2)cc1OC (stereo unspecified) | -1% | . | 7.3% | 3% | -4%
COc1ccc(CN(CC(=O)NCC2CCCO2)C(=O)CCC(=O)Nc2nccs2)cc1 (stereo unspecified) | 2% | 6% | 1.0% | -9% | 8%
COc1ccc2nc(/C(C#N)=C\c3ccc(Oc4ccc([N+](=O)[O-])cn4)cc3)[nH]c2c1 | 4% | 23% | 0.9% | -6% | 0%
COc1cc(CN2CCCC(C(=O)c3sccc3C)C2)cc(Cl)c1O (stereo unspecified) | 2% | 0% | 0.1% | -1% | 6%
COc1ccc(C(=O)CSc2nnc(CCc3ccccc3)n2-c2ccccc2)cc1 | -1% | 15% | 4.0% | -8% | 2% | VEEV TC-83 Vero 10K pilot screen=7.3
COc1cc(C(=O)NC2CCCc3ccccc32)ccc1OCC(=O)Nc1ccc(F)cc1 (stereo unspecified) | 4% | -13% | i | -7% | 10%
COc1cc(/C=C(\NC(=O)c2ccccc2)C(=O)NCCO)c([N+](=O)[O-])cc1OC | 0% | 1% | 1.6% | -3% | -3%
COc1ccc(/C=N/n2cncn2)cc1Cn1cc([N+](=O)[O-])cn1 | -3% | 26% | i | 3% | .

High-throughput results (PubChem BioAssay)
